Source: PubChem (several laboratories)
LANA DNA inh: inhibitors of KSHV C-LANA binding to DNA, primary screen, biochemical, fluorescence polarization, FAM-LBS DNA, MBP-C-LANA, single point | Kaposi's sarcoma herpesvirus LANA C-terminal domain (residues 932-1162) DNA binding | hit rate 0.078% among 340,000 | inhibition, % at 9 µM | AID 504423, 2011;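 active means highest replicate inhibition at or above 60% at 9 µM, even if other replicates fall short; inactive means all replicates below 60% inhibition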;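 further: 0% = neutral control wells and 100% = 4 µM acridine orange control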
DAGLB inh: DAGLB lipase inhibitors, primary screen, biochemical, fluorescence, HTS; inhibition, % at 5.17 µM; Diacylglycerol lipase-beta (Homo sapiens), Q8NCG7; HEK293T DAGLB membrane lysate, EnzChek fluorogenic substrate; hit rate 0.059% among 340,000; in the data active means inhibition above about 34%;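 further: 0% = enzyme with vehicle and 100% = wells lacking enzyme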
CAL PDZ FP-1: untagged CAL PDZ binding inhibitors, primary screen, biochemical, fluorescence polarization, HTS; Golgi-associated PDZ and coiled-coil motif-containing protein (Homo sapiens), Q9HD26; purified CAL PDZ, TMR-peptide fluorescence polarization, 1 h; inhibition, % at 24.9 µM; hit rate 0.92% among 300,000; AID 602252, 2012;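 active means mean inhibition of at least 30% with at least half of replicates also reaching 30%; inconclusive means no clear call, values can overlap the other calls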;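 further: 0% = DMSO neutral control and 100% = excess unlabeled competitor peptide PRC23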
Keap1-Nrf2 PPI: Keap1-Nrf2 protein-protein interaction inhibitors, primary screen, biochemical, fluorescence polarization, single point; Kelch-like ECH-associated protein 1 (Homo sapiens), Q14145; Keap1 Kelch-Nrf2 peptide fluorescence polarization, 1536-well; inhibition, % at 9.4 µM; hit rate 0.15% among 340,000; AID 504523, 2011; in the data active means inhibition above about 12%; inconclusive means no clear call, values can overlap the other calls; inactive means below about 7.3%;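 further: human Keap1 Kelch domain with fluorescein labeled Nrf2 9mer peptide probe; 0% = neutral control wells and 100% = peptide positive control; higher means more block of Keap1 binding to Nrf2 peptide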
Target sequence (Q14145 whole entry, looked up, the tested form may be a part): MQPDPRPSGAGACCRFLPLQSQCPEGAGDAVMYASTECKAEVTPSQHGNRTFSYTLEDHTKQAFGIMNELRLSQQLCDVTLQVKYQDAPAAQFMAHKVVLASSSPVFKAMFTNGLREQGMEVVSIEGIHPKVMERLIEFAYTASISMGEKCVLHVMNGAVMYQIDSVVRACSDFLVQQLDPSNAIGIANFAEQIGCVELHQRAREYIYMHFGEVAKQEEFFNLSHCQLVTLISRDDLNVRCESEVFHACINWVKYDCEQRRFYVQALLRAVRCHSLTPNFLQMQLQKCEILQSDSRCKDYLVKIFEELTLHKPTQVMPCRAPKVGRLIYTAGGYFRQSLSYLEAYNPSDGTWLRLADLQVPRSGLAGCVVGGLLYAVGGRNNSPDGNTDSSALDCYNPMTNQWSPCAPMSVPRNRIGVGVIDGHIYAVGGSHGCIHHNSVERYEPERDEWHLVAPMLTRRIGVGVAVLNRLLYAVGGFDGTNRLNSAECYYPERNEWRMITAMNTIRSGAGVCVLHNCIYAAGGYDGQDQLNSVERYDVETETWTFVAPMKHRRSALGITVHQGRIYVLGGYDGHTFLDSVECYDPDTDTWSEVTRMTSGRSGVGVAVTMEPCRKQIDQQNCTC
CAL PDZ FP-2: CAL PDZ peptide-binding inhibitors, primary screen, biochemical, fluorescence polarization, Cer-tagged CAL PDZ, HTS | Golgi-associated PDZ and coiled-coil motif-containing protein (Homo sapiens), Q9HD26 | purified CAL PDZ, TMR-peptide fluorescence polarization, 1 h | inhibition, % at 20 µM | hit rate 0.02% among 330,000 | AID 504414, 2011;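 active means highest replicate inhibition of at least 40%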;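 further: plate controls were DMSO neutral control wells for no effect and unlabeled competitor peptide control wells for full effect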
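Control set: unlabelled peptide and DMSO controls / Material: purified CerCALP PDZ construct / Timing: 1 h incubation at room temperature before polarization reading / Doses: 20 µM, one dose / Detection: fluorescence polarization (mP)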
SR-BI uptake up: activators of SR-BI mediated DiI-HDL uptake, primary screen, ldlA[mSR-BI] CHO cells, DiI fluorescence; 3 h; 100 = double the neutral-control signal; activation, % at 12.5 µM; hit rate 0.096% among 320,000;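 active means mean replicate activation of at least 60% and every replicate at or above 60%; inconclusive means mean or all-replicate condition met, but not both; inactive means mean below 60% and not all replicates reaching 60%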;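 further: 0% = median plate neutral-control signal and 100% = twice that signal; values of inactives mirror those of a sister screen read the other way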
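Assay system: CHO ldlA[mSR-BI] cells, LDL receptor-null, SR-BI overexpressing; medium: Ham's F12 with 0.5% BSA, HEPES 25 mM, pH 7.4; also added: DiI-HDL 10 µg/mL; timing: 3 h uptake period with compound, 37 °C; signal: DiI fluorescence, bottom read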
Rtt109 HAT inh: inhibitors of C. albicans Rtt109/Vps75 HAT, primary screen, biochemical, ThioGlo CoA-SH fluorescence, plate reader | Histone acetyltransferase RTT109 (Candida albicans (strain SC5314 / ATCC MYA-2876)), … | purified Rtt109/Vps75, 4 h | inhibition, % at 34.9 µM | hit rate 0.16% among 330,000;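 active means inhibition of at least 50% in every replicate; inconclusive means best replicate reaches 50% inhibition but some replicates fall short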
PKA-R2B activ: activators of PKA-R2B holoenzyme, primary screen, biochemical, fluorescence polarization, Cy5-IP20, human; hit rate 0.079% among 340,000; AID 504700, 2011; cAMP-dependent protein kinase catalytic subunit beta (Homo sapiens) + cAMP-dependent …; PKA-R2B holoenzyme dissociation; R2B truncated from residue 108, S112A mutant; 0% DMSO only, 100% 113 µM cGMP; activation, % at 11.4 µM;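 active means activation above a cutoff set at the mean over all compounds plus 3 SD, cut at about 18% in these data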;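 further: higher means more holoenzyme dissociation and a rise in polarization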
Target sequence (P31323 whole entry, looked up, other chains not shown, the tested form may be a part): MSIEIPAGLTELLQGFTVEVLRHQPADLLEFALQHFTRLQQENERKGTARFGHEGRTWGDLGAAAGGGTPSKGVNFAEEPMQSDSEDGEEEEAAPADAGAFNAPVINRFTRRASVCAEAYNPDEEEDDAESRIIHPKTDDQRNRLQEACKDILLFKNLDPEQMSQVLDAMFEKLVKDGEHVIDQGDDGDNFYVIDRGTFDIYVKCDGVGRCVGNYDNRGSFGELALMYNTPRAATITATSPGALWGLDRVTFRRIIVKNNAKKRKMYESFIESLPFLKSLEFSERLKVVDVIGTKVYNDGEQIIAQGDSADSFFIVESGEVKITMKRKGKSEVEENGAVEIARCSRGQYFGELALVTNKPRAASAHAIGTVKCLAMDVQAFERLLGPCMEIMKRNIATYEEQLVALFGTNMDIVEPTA
RTF Ca sens inh: cardiac RTF calcium sensitivity inhibitors, primary screen, biochemical, IANBD-TnC fluorescence, EC70 calcium | Troponin I, cardiac muscle (Homo sapiens) + Troponin T, cardiac muscle (Homo sapiens) + … | IANBD-labeled cardiac RTF, Ca2+ fluorescence | inhibition, % at 7.15 µM | hit rate 0.12% among 340,000;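 active means inhibition above the mean inhibition of all tested compounds plus 3 SD, cut at about 17% in these data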;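 further: assay run at fixed EC70 calcium of 1.6 mM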
cardiac RTF act: cardiac RTF calcium sensitivity activators, primary screen, biochemical, IANBD-TnC fluorescence, EC20 calcium; Troponin I, cardiac muscle (Homo sapiens) + Troponin T, cardiac muscle (Homo sapiens) + …; IANBD-labeled TnC RTF fluorescence at EC20 calcium; 0% EC20 calcium, 100% full calcium; activation, % at 7.2 µM; hit rate 0.24% among 340,000; AID 493008, 2010;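 active means activation above the mean over all tested compounds plus 3 SD, cut at about 30% in these data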;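 further: rise in fluorescence read as greater calcium sensitivity of cardiac thin filaments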
Numbers without * were called inactive; u = inconclusive; x = no result given.

SMILES | LANA DNA inh | DAGLB inh | CAL PDZ FP-1 | Keap1-Nrf2 PPI | CAL PDZ FP-2 | SR-BI uptake up | Rtt109 HAT inh | PKA-R2B activ | RTF Ca sens inh | cardiac RTF act
CCc1ccc(Oc2cc(C)nc(N)n2)cc1 | -0.9 | 0.1 | -0.5 | 0.3 | -0.7 | 3.6 | -3.5 | -2.6 | 0.9 | -3.1
COc1ccc(C(=O)NC2CCCc3c2cnn3-c2ccccc2F)o1 (stereo not given) | 0.8 | 2.4 | 1.0 | -4.5 | -0.6 | 0.2 | -3.3 | 1.4 | 2.0 | -0.5
O=C1/C(=C/c2ccc(O)c(O)c2)Oc2cc(O)ccc21 | -7.2 | 4.8 | 3.5 | -13.7 | 0.4 | 0.1 | -4.7 | 2.0 | -12.3 | 4.0
Cc1ccccc1NC(=O)CN1C(=O)COc2ccc(S(=O)(=O)N3CCCC3)cc21 | -0.1 | 1.2 | -1.8 | -1.3 | 0.2 | -24.6 | -3.1 | -1.9 | -0.2 | -5.2
CS(=O)(=O)Nc1cccc(C(=O)CC2(O)C(=O)Nc3ccccc32)c1 (stereo not given) | -0.1 | 2.6 | 2.8 | -4.7 | -0.7 | -18.4 | -8.2 | -1.6 | -11.3 | 3.7
CN(C)c1ccc(/C=N/NC(=O)COc2ccccc2)cc1 | -0.1 | 2.2 | -4.6 | -2.6 | -0.1 | 11.2 | -7.0 | 3.2 | 4.5 | -0.7
O=C(C1=COCCO1)N1CCN(C(c2ccccc2)c2ccccc2)CC1 | 0.5 | -3.3 | x | -1.6 | 1.3 | 15.3 | 5.3 | -7.1 | -4.5 | -0.3
Nc1nc(COC(=O)C2CCN(C(=O)c3ccc(Cl)cc3)CC2)nc(Nc2ccccc2)n1 | -1.1 | 0.8 | 0.0 | 0.6 | -0.4 | u | -5.0 | -2.8 | -9.0 | -4.4
CC(=O)C1=C(O)C(=O)N(C2CCCCC2)C1c1ccccc1 (stereo not given) | -2.5 | 3.8 | -10.5 | -7.5 | x | -2.6 | 13.2 | -5.1 | 4.7 | 9.0
CC(=O)Nc1ncc(Cc2cc(Cl)ccc2Cl)s1 | 0.1 | 0.7 | -1.4 | -5.1 | -2.0 | -21.2 | 4.1 | 3.4 | 3.2 | -2.0
CSc1ccc(/C=N/N2CCN(Cc3ccccc3Cl)CC2)cc1 | -0.7 | -8.7 | 1.6 | -7.9 | -13.0 | 8.7 | -2.7 | -1.1 | -5.7 | 1.5
COc1ccccc1NC(=O)C(Sc1ccccc1)c1ccccc1 (stereo not given) | -1.4 | -3.0 | 0.7 | -3.0 | -0.1 | 1.7 | 0.7 | -7.5 | -5.2 | -1.5
CN(C)c1ncc(S(=O)(=O)c2ccc(Cl)cc2)c(-c2ccccc2)n1 | -0.6 | -7.6 | -2.1 | -4.3 | -3.2 | x | 3.2 | -10.0 | -3.8 | 4.5
CCOc1ccc(NC(=O)c2ccc(NCC(=O)N3CCCCCC3)cc2)cc1 | 0.6 | -0.8 | -2.4 | 2.0 | -1.3 | -46.6 | -13.7 | -7.4 | 3.5 | 1.2
CCC12CCCN3CCC4(C(=C(C(=O)OC)C1)Nc1ccccc14)C32 (stereo not given) | 0.4 | -2.5 | 0.2 | -2.2 | -0.8 | -6.4 | 18.1 | -6.5 | 0.1 | -4.3
C/C(=N\O)c1ccn(S(=O)(=O)c2ccc(Cl)cc2)c1 | -0.1 | 2.7 | x | -0.1 | -0.4 | -7.7 | 9.0 | -4.5 | -9.3 | -3.4
Cc1ccc2c(c1)[nH]c1c(=O)n(CCCN3CCOCC3)cnc12 | 0.6 | 3.4 | -2.0 | 0.6 | -0.8 | 26.5 | -3.0 | 7.1 | -10.8 | 3.8
COc1ccc2c3c(c(=O)oc2c1OCC(N)=O)CCCC3 | -1.4 | -0.3 | -3.5 | 0.3 | -0.7 | 5.7 | 8.6 | 7.0 | 1.2 | -3.2
COc1cc(/C=C2\C(=O)ON=C2c2ccccc2)cc(Cl)c1O | 1.3 | 2.8 | -0.3 | 2.2 | -1.2 | 20.1 | 5.1 | -4.9 | -5.5 | 2.4
COc1ccc(Br)cc1S(=O)(=O)N1CCN=C1C | -1.0 | 2.4 | -2.1 | 0.5 | 0.3 | 2.8 | 24.3 | -3.4 | 8.0 | 2.0
CC(C#N)Sc1nnc(-c2ccccc2F)n1C1CC1 (stereo not given) | -0.4 | 0.0 | -1.5 | 4.2 | -2.1 | x | -4.4 | 5.3 | 6.6 | -6.0
O=C(CCl)NC(Cc1c[nH]c2ccc(OCc3ccccc3)cc12)C(=O)O (stereo not given) | -2.1 | -0.6 | 0.4 | -5.7 | 0.0 | 13.7 | -1.9 | -3.0 | -5.2 | -0.9
CC(=O)Oc1ccc2c(c1)OC(c1ccccc1)CC21CC(C)(C)NC(=S)N1 (stereo not given) | -3.0 | 4.0 | -0.6 | -4.4 | -1.6 | -40.8 | -6.5 | -1.6 | -6.1 | -0.5
Cc1nnsc1C(=O)N1CCCC(Nc2ccc(F)c(F)c2)C1 (stereo not given) | -2.4 | -0.6 | -0.8 | 1.4 | -0.8 | -4.4 | 0.9 | -6.0 | -6.5 | 2.9
CC(C)(C)OC(=O)C[C@@H]1C/C=C\C[C@@H](CC(=O)N[C@H](CO)Cc2ccccc2)C(=O)NCCOC1=O | 0.0 | -2.6 | -9.1 | -3.5 | -0.6 | -8.9 | -2.5 | -5.6 | 5.4 | -11.0

Other records:
SMILES | LANA DNA inh | DAGLB inh | CAL PDZ FP-1 | Keap1-Nrf2 PPI | CAL PDZ FP-2 | SR-BI uptake up | Rtt109 HAT inh | PKA-R2B activ | RTF Ca sens inh | cardiac RTF act
C=CSc1sc(Cl)c(N2CCOCC2)c1[N+](=O)[O-] | 0.3 | 4.4 | 12.4 | -1.1 | 0.7 | -3.1 | x | 3.2 | -6.1 | -0.8
c1ccc(CSc2ncnc3ccccc23)cc1 | -3.1 | -4.0 | -5.5 | -2.6 | -1.5 | -4.9 | 2.5 | -19.6 | 6.3 | -0.5
CC(=O)c1cccc(S(=O)(=O)N2CCCC(c3nc4c(nnn4Cc4cccc(Cl)c4)c(=O)[nH]3)C2)c1 (stereo not given) | 1.3 | 4.4 | x | -7.5 | 1.0 | x | -7.5 | -9.7 | 6.1 | 1.8
O=c1cc(O)c(-c2ccccc2)c(Cl)[nH]1 | 0.5 | -0.9 | -1.9 | -2.5 | -3.7 | 7.8 | 0.7 | -3.3 | 0.7 | -1.7
COc1ccc(-c2cn(Cc3ccc(C(N)=O)cc3)c(CCN)n2)cc1 | 0.8 | -1.0 | -1.9 | -1.6 | -0.9 | 8.8 | -5.8 | 8.1 | 0.5 | 4.7
Cc1ccnc2nc(C(=O)OCC(=O)N(CC(C)C)C3CCS(=O)(=O)C3)nn12 (stereo not given) | -1.4 | -3.0 | -2.3 | -3.2 | 0.1 | 13.9 | 2.0 | -2.6 | 3.5 | -1.9
Cc1ccccc1CSc1nc2n(n1)C(c1cccs1)C1=C(CCCC1=O)N2 (stereo not given) | 5.1 | -3.2 | -3.4 | 0.4 | x | -14.5 | -1.5 | 6.0 | -5.5 | -3.4
COCCC(=O)N1CCC(Oc2ccc(C(=O)N(C)Cc3cc(C)no3)cc2)CC1 | -1.5 | 0.4 | -0.9 | -7.4 | -1.3 | x | -8.0 | 10.3 | 3.6 | -0.3
Oc1c(Cl)cc(Cl)cc1C=Nc1cc(C(F)(F)F)ccc1N1CCc2ccccc2C1 | 1.3 | 11.8 | -6.8 | -8.2 | -2.2 | -26.8 | 7.1 | 7.4 | -5.2 | -2.1
O=S(=O)(Nc1ncccn1)c1ccc(NC(=S)NCc2ccco2)cc1 | 1.2 | 1.1 | -3.3 | 3.6 | x | 11.0 | 0.7 | -9.3 | -11.5 | 1.4
CN(C)CC(O)COc1cc2ccccc2cc1C(=O)N1CCCCC1 (stereo not given) | -1.6 | 1.6 | 0.5 | -6.6 | -1.3 | 31.7 | x | -5.3 | 2.0 | 3.3
COc1cccc(Cn2c(-c3cccs3)noc2=O)c1 | 1.4 | -5.9 | 0.1 | 5.3 | -1.0 | 28.9 | 1.4 | -8.8 | 7.3 | -6.1
CCN1C(=O)C(C)S/C1=N\S(=O)(=O)c1ccc(Cl)s1 (stereo not given) | 0.1 | -3.0 | 0.1 | 0.1 | -0.3 | 6.2 | -4.1 | -2.5 | -4.3 | 7.2
C=CCn1c(SCC(=O)Nc2nnc(CC)s2)nnc1-c1ccncc1 | -0.1 | -1.6 | 0.0 | -3.3 | -1.1 | 14.0 | x | -16.5 | -25.1 | -2.2
Nc1c(C(=O)c2ccc(Br)s2)oc2ccccc12 | 2.4 | -2.1 | -0.7 | -1.9 | -0.7 | -11.9 | -1.2 | 0.3 | 0.0 | -2.2
Cc1ccc(NS(=O)(=O)c2ccc3c(c2)NC(=O)CCS3)cc1C | -0.1 | -3.0 | -5.4 | -6.1 | -0.6 | -4.4 | -1.1 | 0.9 | -7.0 | -0.2
O=C(NCc1cccs1)c1ccc(CS(=O)Cc2cccc(Cl)c2)o1 (stereo not given) | 0.4 | 0.4 | -6.7 | -0.3 | -1.8 | -3.2 | 0.5 | -0.5 | -7.6 | 1.5
CCCc1nc(NCc2ccc3c(c2)OCO3)c2nnn(Cc3ccccc3Cl)c2n1 | 0.1 | -2.6 | -6.3 | -1.7 | 1.2 | 12.4 | -1.4 | -3.6 | 4.3 | -2.5
O=C(N/N=C/c1cccnc1)c1cccc(NC(=O)c2cccc(Br)c2)c1 | -1.7 | 1.9 | -12.5 | -2.3 | -2.0 | -15.9 | -5.2 | 1.5 | 5.8 | -6.6
